ARFGAP1 inh: inhibitors of rat ARFGAP1 GAP activity, primary screen, biochemical, fluorescence polarization, GDP tracer; inhibition, % at 16.5 µM; ADP-ribosylation factor GTPase-activating protein 1 (Rattus norvegicus), Q62848; 0.26% of 360,000 active; Arfgap1-stimulated ARF1 GTP hydrolysis, GDP FP detection; AID 651572, 2012;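 active = inhibition above a per-plate limit, mean inhibition of low control wells plus 3 SD, cut at about 25% in these data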;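 also: 0% = DMSO wells with enzyme and 100% = wells lacking Arfgap1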
Target sequence (Q62848 1-136 limits assumed): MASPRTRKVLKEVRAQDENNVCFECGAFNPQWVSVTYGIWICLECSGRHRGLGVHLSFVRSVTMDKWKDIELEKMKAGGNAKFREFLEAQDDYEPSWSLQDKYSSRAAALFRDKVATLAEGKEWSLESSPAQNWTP
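Repeats: one replicate per compound; assay system: rat Arfgap1 catalytic domain, aa 1-136; times: enzyme reaction 120 min at 25 °C after 20 min preincubation; detection: FP of antibody-bound GDP Alexa 633 tracer, ex 620/em 688 nm; benchmarks: high control wells lacking Arfgap1, low control full reaction with DMSO; reagent: human ARF1(Δ1-17)-GTP substrate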
PLCb3 inh: human PLC-beta3 inhibitors, primary screen, biochemical, fluorescence; 1-phosphatidylinositol 4,5-bisphosphate phosphodiesterase beta-3 (Homo sapiens), Q01970; Purified PLC-beta3, fluorogenic substrate; inhibition, % at 12.2 µM; 0.18% of 370,000 active; AID 720704, 2013; in the data active = inhibition above about 11%;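 also: 0% = median of compound wells on plate and 100% = full blocker control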
ADAM17 inh: ADAM17 inhibitors, primary screen, biochemical, QFRET. inhibition, % at 6.95 µM. Disintegrin and metalloproteinase domain-containing protein 17 (Homo sapiens), P78536. recombinant ADAM17, EDANS/DABCYL FRET peptide cleavage. AID 720648, 2013. 0.83% of 370,000 active;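 active = inhibition above the mean of compounds lying between control limits plus 3 SD, set per campaign, cut at about 8.5% in these data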;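 also: 0% = DMSO-only wells as the low control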
UHRF1 binding: UHRF1 methylated DNA binding inhibitors, primary screen, counter-screen for MBD2 inhibitor project, biochemical, TR-FRET, human UHRF1, single concentration; UHRF1 binding to methylated oligo; AID 687016, 2013; inhibition, % at 4.4 µM; E3 ubiquitin-protein ligase UHRF1 (Homo sapiens), Q96T88; 0.75% of 370,000 active; in the data active = inhibition above about 21%;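 also: UHRF1 SRA domain binding a hemimethylated CpG hairpin DNA probe; 0% = median of test compound wells and 100% = reference inhibitor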
ASAP1 GAP inh: inhibitors of human ASAP1 ArfGAP activity, primary screen, biochemical, fluorescence polarization | Arf-GAP with SH3 domain, ANK repeat and PH domain-containing protein 1 (Homo sapiens), … | 0.19% of 360,000 active | ASAP1-stimulated ARF1 GTP hydrolysis, GDP FP detection | inhibition, % at 16.5 µM; in the data active = inhibition above about 25%;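 also: 0% = vehicle with enzyme and substrate and 100% = no enzyme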
Target sequence (Q9ULH1 325-724 limits assumed): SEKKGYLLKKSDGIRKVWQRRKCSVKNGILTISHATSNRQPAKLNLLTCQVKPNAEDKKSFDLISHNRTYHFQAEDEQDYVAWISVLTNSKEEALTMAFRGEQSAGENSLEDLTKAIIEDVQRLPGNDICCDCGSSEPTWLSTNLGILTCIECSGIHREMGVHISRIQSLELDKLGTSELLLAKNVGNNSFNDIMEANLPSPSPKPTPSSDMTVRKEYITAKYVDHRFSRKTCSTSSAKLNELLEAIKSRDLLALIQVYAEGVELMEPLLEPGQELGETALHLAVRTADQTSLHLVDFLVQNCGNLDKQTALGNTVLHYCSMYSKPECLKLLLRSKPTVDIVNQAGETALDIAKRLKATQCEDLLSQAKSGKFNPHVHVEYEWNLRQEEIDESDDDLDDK
PLC-gamma1 inh: PLC-gamma1 enzyme inhibitors, primary screen, biochemical, fluorescence, purified enzyme | fluorogenic substrate | inhibition, % at 12.2 µM | 0.84% of 370,000 active | AID 720700, 2013; in the data active = inhibition above about 9.5%
DDE Tn7 FP inh: inhibitors of Tn7 peptide binding to fibrin DD(E), primary screen, biochemical, fluorescence polarization, human fibrin, Tn7 probe; inhibition, % at 8.3 µM; Fibrinogen beta chain (Homo sapiens), P02675; AID 720508, 2013; FP displacement of FITC-Tn7 peptide from fibrin DD(E); 0% = median of compound wells per plate; 0.13% of 370,000 active;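 active = inhibition above the mean of compounds falling within the control limits plus 3 SD of them, cut at about 14% in these data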;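 also: 0% = plate median of compound wells and 100% = 10 µM Aha-Tn7 peptide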
Target sequence (P02675 whole entry, looked up): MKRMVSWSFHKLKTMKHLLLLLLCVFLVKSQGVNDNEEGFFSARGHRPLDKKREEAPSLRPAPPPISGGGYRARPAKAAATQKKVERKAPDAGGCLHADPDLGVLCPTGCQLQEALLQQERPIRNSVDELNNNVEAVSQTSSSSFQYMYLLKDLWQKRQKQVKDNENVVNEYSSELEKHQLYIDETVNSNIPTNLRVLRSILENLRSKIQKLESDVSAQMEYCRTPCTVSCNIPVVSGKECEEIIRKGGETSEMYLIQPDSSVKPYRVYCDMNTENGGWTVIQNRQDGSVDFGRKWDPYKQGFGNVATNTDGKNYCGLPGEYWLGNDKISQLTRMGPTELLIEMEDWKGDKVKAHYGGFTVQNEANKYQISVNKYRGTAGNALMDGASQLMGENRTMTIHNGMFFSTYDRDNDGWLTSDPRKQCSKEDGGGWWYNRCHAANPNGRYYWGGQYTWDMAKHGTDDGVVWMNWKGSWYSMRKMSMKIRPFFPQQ
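System: human fibrin DD(E); quantity: Fibrin-DD(E) at 2 µM final; also added: fluorescent Tn7 probe at 0.1 µM; compound dosing: single nominal test concentration of 8.3 µM per compound; schedule: 10 min preincubation, 3 h with tracer, room temperature; detection: fluorescence polarization of the labelled Tn7 tracer; repeats: one replicate per compound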
KLK7 zymogen act: proKLK7 zymogen activators, primary screen, biochemical, fluorescence intensity | Kallikrein-7 (Homo sapiens), P49862 | activation, % at 7 µM | AID 652039, 2013 | 0.9% of 370,000 active | purified proKLK7, EDANS-DABCYL substrate fluorescence; 100% is mature enzyme control, 0% vehicle;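 active = activation above the mean of all tested compounds plus 3 SD, computed per campaign excluding outliers beyond control limits, cut at about 13% in these data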
MBD2 inh: inhibitors of MBD2 binding to methylated DNA, primary screen, biochemical, TR-FRET, DNA-binding domain, human. inhibition, % at 4.4 µM. 0.31% of 370,000 active. MBD2 binding to methylated oligonucleotide; in the data active = inhibition above about 13%
Tn6 DDE FP: inhibitors of Tn6 peptide binding to fibrin DD(E), primary screen, biochemical, fluorescence polarization, human fibrin, Tn6 probe; Fibrinogen beta chain (Homo sapiens), P02675; Fibrin DD(E) TRITC-Tn6 fluorescence polarization displacement; inhibition, % at 8.3 µM; 0.21% of 370,000 active;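 active = inhibition above a per-campaign cutoff: mean of compounds within control limits plus 3 SD, cut at about 15% in these data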;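 also: 0% = median of all compound wells on the plate and 100% = blocking peptide control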
Starred values were filed as active, the others as inactive; i = inactive; . = no result given. Compounds as they come, and some 4.1% of all compounds hit somewhere here.

SMILES	ARFGAP1 inh	PLCb3 inh	ADAM17 inh	UHRF1 binding	ASAP1 GAP inh	PLC-gamma1 inh	DDE Tn7 FP inh	KLK7 zymogen act	MBD2 inh	Tn6 DDE FP
COC(=O)c1ccc(Nc2nc(C)nc3c2nnn3Cc2ccccc2)cc1	4	-19	-4	2	-4	-15	-1	0.1	1	10
CCOc1c(Br)cc(/C=C2/SC(=O)N(CC(=O)N3CCCC3)C2=O)cc1OC	7	0	-6	0	-2	-1	1	0.4	0	-6
O=C(NCc1ccccc1Br)c1ccncc1	4	-2	3	2	12	0	-10	-0.8	2	1
O=C(c1ccco1)C(O)c1ccco1 (stereo unspecified)	6	-4	-1	7	-6	-2	4	0.7	3	-2
O=C(CNC(=O)C1CCCCC1)Nc1ccccc1	2	2	4	3	-11	5	-1	-0.3	3	8
CC1CC(C)CN(C(=O)c2cc3ccccc3o2)C1 (stereo unspecified)	4	-7	-2	0	0	-4	8	-0.2	4	-13
Cc1cccc(NC(=O)CN2C(=O)CCSc3ccccc32)c1C	.	1	-1	0	.	-2	4	0.3	-4	11
CCCN(CCC)Cc1c(C(=O)N/N=C/c2c[nH]c3ccccc23)nnn1-c1nonc1N	-5	-40	3	-3	7	-18	1	-1.3	7	-6
Cc1cc(Nc2ccc3c(c2)OCCO3)c2cc(Cl)ccc2n1	1	-4	4	4	6	-1	-2	0.5	0	0
NS(=O)(=O)c1ccc(CNC(=O)/C=C/c2ccco2)cc1	9	-13	-2	9	-6	-4	-5	-0.3	4	-3
O=C(NCC(=O)N(CC1CCCO1)C(C(=O)NC1CCCCC1)c1ccccc1)c1ccco1 (stereo unspecified)	-6	0	-2	-1	4	-1	-1	0.3	2	2
CCC(=O)Nc1ccc(NC(=O)C23CC4CC(CC(C4)C2)C3)cn1	0	1	-4	-3	0	0	-2	0.5	-4	11
CCCCn1nnnc1C(c1cc2ccccc2o1)N1CCN(CCN(C)C)CC1 (stereo unspecified)	4	-1	-6	-1	-4	-2	-3	0.0	1	-2
CC(C)n1c(N)c(C#N)c2ccc([N+](=O)[O-])cc2c1=O	3	-37	-1	8	-1	-24	-4	-0.5	-3	4
C=CCC1C=CCC(CC=C)N1C(=O)c1ccccc1[N+](=O)[O-] (stereo unspecified)	0	0	1	0	1	2	5	0.3	2	7
COc1ccccc1-n1ccnc1SCC(=O)NCc1ccco1	2	-5	-4	-2	-8	2	5	0.1	4	9
COc1ccccc1C(=O)Nc1ccc2c(c1)nc(CCNC(=O)c1ccco1)n2C	2	-5	-2	-1	0	-1	2	1.2	4	-4
COC(=O)CSc1nnc(-c2ccc(NS(=O)(=O)c3ccccc3)cc2)o1	-5	3	0	-2	-10	1	-10	-1.0	-2	-6
c1ccc(N2CCN(c3nc(NCc4ccco4)c4ccccc4n3)CC2)cc1	-6	-29	-4	-1	-1	-20	-2	-3.6	1	-7
COc1cccc(CNC(=S)NC2CC2)c1	0	-2	-2	0	-16	-1	0	-0.1	0	-4
CCOc1ncccc1C(=O)Nc1cc(S(=O)(=O)N2CCCCC2)ccc1C	-12	-4	-1	3	-4	-2	3	-0.2	1	1
NC(N)=N/N=C/c1ccc(Cl)cc1Cl	-7	0	-1	-7	-12	1	0	0.3	-10	-1
CC(C)CN(C(=O)COC(=O)C1c2ccccc2Oc2ccccc21)C1CCS(=O)(=O)C1 (stereo unspecified)	5	-24	-13	-3	-2	-18	2	-1.4	4	-2
CCc1ccc(N2CC(C(=O)Nc3ccc(S(=O)(=O)Nc4nccs4)cc3)CC2=O)cc1 (stereo unspecified)	10	-8	-1	-1	-13	-1	-7	0.4	5	-1
Cc1ccc(NC(=O)NC(=O)N(C(C)C)S(=O)(=O)c2ccc(C)cc2)cc1	-10	-7	-4	-2	9	2	-6	0.3	2	0

(listing goes on)
SMILES	ARFGAP1 inh	PLCb3 inh	ADAM17 inh	UHRF1 binding	ASAP1 GAP inh	PLC-gamma1 inh	DDE Tn7 FP inh	KLK7 zymogen act	MBD2 inh	Tn6 DDE FP
Cc1cc2c(cc(C(=O)N3CCC(C(=O)N4CCCC4)CC3)n2Cc2c(F)cccc2Cl)o1	-10	-21	-9	8	8	-11	2	0.5	6	-5
CCn1c(=O)n(CC)c2cc([N+](=O)[O-])ccc21	15	2	3	1	7	4	-7	-0.6	-5	0
COc1ccc(CN(CC(O)COCc2ccccc2)S(=O)(=O)c2ccccc2Br)cc1OC (stereo unspecified)	-2	2	6	-3	3	1	5	0.6	-5	-5
COc1ccc(NC(=O)C(=O)c2cn(CC(=O)N3CCCC3)c3ccccc23)cc1	13	-4	3	-1	-4	-2	-10	0.5	-6	-3
COc1ccc(C(=O)Nc2ccc(NC(C)=O)cc2)cc1S(=O)(=O)N(C)Cc1ccccc1	5	-9	-4	1	-2	4	2	0.2	7	-17
CCOc1ccccc1NC(=O)C(NC(=O)C1CCC(C)CC1)C(C)C (stereo unspecified)	-1	-2	-2	-5	2	1	-5	0.2	-5	5
Cc1ccc(CONC(=O)c2ccc(OC(F)F)cc2)cc1	15	-5	-1	3	4	0	2	0.1	1	3
COc1ccc2c(c1)C(=O)CC(c1ccccc1)O2 (stereo unspecified)	-6	i	-106	6	-3	-370	0	8.3	3	0
COc1cc(C=O)ccc1OCC(=O)Nc1cccc(S(=O)(=O)N(C)c2ccccc2)c1	-2	-7	5	-2	3	-1	5	-0.1	-11	4
O=C1c2cc(O)cc(O)c2C(=O)c2c1cc(O)c([C@@H](CO)CCO)c2O	-3	3	6	1	13	2	-7	-0.2	-8	-12
O=C(c1cnn2c(C(F)F)cc(C3CC3)nc12)N1CCCC1	2	-35	-11	-2	1	-25	4	1.4	4	6
Cn1c(=O)c2c(nc(NCc3cccnc3)n2Cc2ccc(Cl)cc2)n(C)c1=O	-3	9	-11	5	15	3	3	-0.2	6	-8
Cc1ccc(C)c(CNc2ccc(S(=O)(=O)N3CCCCC3)cc2)c1	8	-2	1	0	-8	2	-3	-0.3	0	2
COc1ccc2[nH]cc(CCn3ccc(=O)c(C)c3C)c2c1	3	-8	-7	0	1	0	-2	0.1	-5	-5
O=C(Cn1ncc2c3ccccc3n(Cc3ccccc3F)c2c1=O)N1CCN(c2ccccn2)CC1	8	-3	-1	0	10	1	4	0.3	4	-7
COc1ncnc(OC)c1S(=O)(=O)NCc1ccccc1	7	-7	-6	0	-1	-1	4	0.0	3	-2
COc1ccc(CNc2ccccc2)cc1Br	8	-4	-2	1	-5	-2	3	-0.5	3	-4
Cc1noc(C)c1C(=O)OCC(=O)c1c[nH]c2ccccc12	-11	-5	1	-1	17	-7	1	-0.6	1	-3
CNC(=O)c1cc(S(=O)(=O)NC2CCCCCC2)ccc1C	5	-1	-7	1	-1	4	-4	-0.3	-2	0
CCC(C)NC(=O)c1ccc(CSCc2cccc(F)c2)o1 (stereo unspecified)	-7	-1	-3	-1	-5	-1	7	-0.6	-1	3
COc1ccc(CN(C)C(=O)c2cc(S(=O)(=O)Nc3ccccc3F)ccc2C)c(OC)c1	-5	-1	-4	-2	6	-1	2	-0.6	5	0
CCc1noc(C)c1C(=O)NCCc1ccc(S(N)(=O)=O)cc1	14	-9	-2	-1	-10	-1	1	-0.1	1	-2
Clc1cccc(CNc2nnnn2-c2ccccc2)c1	-5	5	3	-1	4	3	-4	-0.5	-2	-4
CCOC(=O)c1sc(NC(=O)CCc2ccccc2)nc1C	6	-6	0	-1	-8	1	2	0.1	-1	4
Cc1cccc(C)c1-n1c(C)cc(/C=N/NC(=O)CSc2ncccn2)c1C	5	0	3	1	-11	0	4	0.0	1	-6

Only PLCb3 inh, for 2 of the compounds above:
Molecule | PLCb3 inh
CCn1c(=O)n(CC)c2cc([N+](=O)[O-])ccc21 | 2
O=C(Cn1ncc2c3ccccc3n(Cc3ccccc3F)c2c1=O)N1CCN(c2ccccn2)CC1 | -3

(further entries)
SMILES	ARFGAP1 inh	PLCb3 inh	ADAM17 inh	UHRF1 binding	ASAP1 GAP inh	PLC-gamma1 inh	DDE Tn7 FP inh	KLK7 zymogen act	MBD2 inh	Tn6 DDE FP
CC(=O)SC1CC2=CC(=O)CCC2(C)C2CCC3(C)C(CCC34CCC(=O)O4)C12 (stereo unspecified)	3	-3	-3	-2	8	1	4	0.4	0	7
CN(Cc1cccc(F)c1)C(=O)c1ccc(S(=O)(=O)C(F)F)cc1	7	3	-1	0	-9	0	6	0.5	-9	2
COc1ccc(C(=O)C2CCN(C(=S)NCCc3ccc(OC)c(OC)c3)CC2)cc1	4	3	7	1	-7	3	-2	0.3	-3	-1
COc1ccc(CSCCc2n[nH]c(=S)n2-c2ccccc2)cc1C	3	-10	-3	3	10	-2	6	0.5	2	-5
CCOC(=O)CN1C(=O)C(C)(C)Oc2ccc(C(=O)Nc3ccccc3OC)cc21	3	0	-1	-3	-6	-2	0	0.1	-5	11
CC1c2cc3c(cc2CCN1S(=O)(=O)c1ccccc1)OCCCO3 (stereo unspecified)	-2	-6	2	-1	7	0	4	-0.2	3	-5
CC(=O)c1cccc(N=C2C(=O)Nc3ccccc32)c1	5	-5	-3	-5	-13	-7	-5	0.3	-5	-4
CCOc1ccccc1CNC(=O)c1c([N+](=O)[O-])c(C)nn1C	-4	-1	-4	0	-5	0	3	-0.3	-8	-7
COc1cc2c(cc1NC(=O)c1cncc(Br)c1)oc1ccccc12	-8	-3	-3	-1	-8	-3	5	-0.5	-2	4
Cc1cccnc1NC(=O)c1ccc(COc2ccccc2)o1	5	-10	-1	-1	4	1	-6	0.4	1	3
OC[C@@H]1CN(C2CCCC2)C[C@H](n2cnc3c(N4CCCC4)ncnc32)O1	5	0	-5	-1	6	0	-3	0.2	5	2
O=C(/C=C/C(=O)NCc1cccs1)NCc1cccs1	-6	-10	-10	1	-7	-2	-5	0.4	-2	-5
